# Efa HMGR inh – inhibitors of E. faecalis class II HMGR, primary screen, biochemical, Enterococcus faecalis. HMG-CoA reductase (Enterococcus faecalis, mvaE). purified E. faecalis HMGR, NADPH absorbance 340 nm kinetic. inhibition, % at 10 µM. actives 0.41% (n = 190,000). AID 1066, 2008;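 active = inhibition above a set limit, the median over all tested compounds plus 3 SD, cut at about 9.5% in these data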;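 note: enzyme runs in reverse so mevalonate oxidation gives rising NADPH absorbance; 0% = complete reaction with DMSO and 100% = background rate lacking mevalonate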
# bIAP act – bovine intestinal alkaline phosphatase activators, primary screen, biochemical, bovine IAP, CDP-star luminescence. alkaline phosphatase, intestinal [Bos taurus]. purified bovine IAP, 30 min; stronger effect = higher value; fold of DMSO-control signal, blank-subtracted. activation factor at 20 µM. actives 0.17% (n = 200,000). AID 1016, 2008;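 active = activation factor of 2 or more at 20 µM, a signal rise over negative controls twice the positive control's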
# TNAP act hi DEA – TNAP activators at high phosphate acceptor level, primary screen, biochemical, luminescence, uHTS. purified TNAP, CDP-star luminescence, 1 M DEA, 30 min; stronger effect = higher value; 0 = EDTA background, 1 = DMSO-only activity. activation factor at 20 µM. 200,000 tested, under 10 active. AID 1136, 2008;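 active = activation factor at least 2 at 20 µM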
# Target sequence (P05186 whole entry, looked up): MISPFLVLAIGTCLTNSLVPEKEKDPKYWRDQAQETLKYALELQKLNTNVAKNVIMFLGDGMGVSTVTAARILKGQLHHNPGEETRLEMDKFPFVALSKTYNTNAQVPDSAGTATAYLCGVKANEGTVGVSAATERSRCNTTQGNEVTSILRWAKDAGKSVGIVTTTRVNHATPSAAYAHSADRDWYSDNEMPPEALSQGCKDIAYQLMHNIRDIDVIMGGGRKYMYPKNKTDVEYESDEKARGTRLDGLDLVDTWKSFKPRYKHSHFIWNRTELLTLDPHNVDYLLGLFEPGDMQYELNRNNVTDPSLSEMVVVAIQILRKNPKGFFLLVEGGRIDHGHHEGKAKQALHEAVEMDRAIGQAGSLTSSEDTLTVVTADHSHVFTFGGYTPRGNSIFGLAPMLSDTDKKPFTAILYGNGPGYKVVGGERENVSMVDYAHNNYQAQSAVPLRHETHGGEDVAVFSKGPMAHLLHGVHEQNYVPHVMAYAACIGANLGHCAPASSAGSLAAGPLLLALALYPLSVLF
#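 Control set: EDTA negative control, DMSO positive control / Assay system: human TNAP / Quantity: TNAP 1/800 final / Evaluation: TNAP activation factor scaled between EDTA and DMSO control wells / Measured by: luminescent substrate turnover signal / Compound dosing: one dose, 20 µM / Times: 30 min enzyme reaction at room temperature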
# TNAP inh noacc – human TNAP enzyme inhibitors, primary screen, biochemical, luminescent, no phosphate acceptor, uHTS | inhibition, % at 20 µM | actives 0.26% (n = 200,000) | Alkaline phosphatase, tissue-nonspecific isozyme (Homo sapiens), P05186 | purified TNAP, CDP-star luminescence, 30 min;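 active = tissue-nonspecific alkaline phosphatase inhibition above about 50% at 20 µM in the single-dose screen, limit read from the data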;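 note: 0% = DMSO negative control and 100% = EDTA positive control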
# TNAP inh hi DEA – human TNAP enzyme inhibitors, primary screen, biochemical, luminescent, high phosphate acceptor level, uHTS; Alkaline phosphatase, tissue-nonspecific isozyme (Homo sapiens), P05186; purified TNAP, CDP-star luminescence, 1 M DEA; inhibition, % at 20 µM; actives 0.03% (n = 200,000);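 active = over 50% inhibition of tissue-nonspecific alkaline phosphatase at 20 µM in the single-dose screen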;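 note: plate controls were DMSO wells for no effect and EDTA-quenched wells as full inhibition for full effect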
# PPARg SRC-2 ag – agonists of PPARg-SRC-2 recruitment, primary screen, biochemical, HTS. AID 1032, 2008. PPARgamma LBD-SRC-2 recruitment. actives 0.34% (n = 200,000). Peroxisome proliferator-activated receptor gamma (Homo sapiens), P37231. activation, % at 8 µM; in the data active = activation above about 22%;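 note: 0% = vehicle and 100% = reference agonist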
# Target sequence (P37231 whole entry, looked up, the tested form may be a part): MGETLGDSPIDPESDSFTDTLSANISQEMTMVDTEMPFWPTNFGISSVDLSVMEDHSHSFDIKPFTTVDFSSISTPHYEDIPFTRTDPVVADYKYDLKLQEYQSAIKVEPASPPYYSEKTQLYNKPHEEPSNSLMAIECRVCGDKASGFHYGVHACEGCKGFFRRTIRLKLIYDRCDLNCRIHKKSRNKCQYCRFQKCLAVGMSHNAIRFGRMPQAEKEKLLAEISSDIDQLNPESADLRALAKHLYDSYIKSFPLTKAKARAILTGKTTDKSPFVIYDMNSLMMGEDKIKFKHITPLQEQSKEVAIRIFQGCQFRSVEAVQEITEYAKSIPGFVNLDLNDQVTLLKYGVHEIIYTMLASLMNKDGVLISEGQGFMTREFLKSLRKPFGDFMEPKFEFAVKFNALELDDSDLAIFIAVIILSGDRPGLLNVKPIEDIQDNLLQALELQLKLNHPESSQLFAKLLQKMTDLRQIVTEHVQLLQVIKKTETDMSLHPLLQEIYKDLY
# PPARg SRC1 recr – PPARgamma agonists recruiting SRC-1 coactivator, primary screen, biochemical; actives 0.41% (n = 200,000); PPARgamma-SRC-1 coactivator recruitment biochemical assay; activation, % at 8 µM; in the data active = activation above about 19%;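 note: 0% = DMSO and 100% = reference agonist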
# SRC2 TRFRET art – TR-FRET signal artefacts, primary screen, artefact control for PPARgamma SRC-2 agonist project, biochemical. TR-FRET ratio at 8 µM. TR-FRET artefact counter-screen; stronger effect = higher value. AID 1049, 2008. actives 0.4% (n = 200,000); in the data active = TR-FRET ratio above about 2000; note: inactives centre near 1500
# PPARg SRC3 recr – PPARgamma agonists recruiting SRC-3 coactivator, primary screen, biochemical; biochemical PPARgamma/SRC-3 coactivator recruitment assay; actives 0.26% (n = 200,000); Peroxisome proliferator-activated receptor gamma (Homo sapiens), P37231; activation, % at 8 µM; in the data active = activation above about 23%;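 note: 0% = DMSO and 100% = reference agonist; some compounds past the cut are filed as inactive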
# bIAP inh – bovine intestinal alkaline phosphatase inhibitors, primary screen, selectivity assay for TNAP inhibitor project, biochemical, bovine IAP, CDP-star luminescence; purified bovine IAP, 30 min; inhibition, % at 20 µM; 190,000 tested, under 10 active;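 active = over 50% inhibition of intestinal alkaline phosphatase at 20 µM in the single-dose screen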
#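 Incubation: 30 min reaction at room temperature / Material: purified bovine intestinal alkaline phosphatase (IAP) enzyme / Input: enzyme at 1/65,000,000 dilution / Dosing: 20 µM single dose / Signal: CDP-star luminescence signal / Reagent: CDP-star chemiluminescent phosphatase substrate, 30 µM final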
# Numbers without * were called inactive; . = no result given. Compounds as they come; 1.6% or so of the library scored in one or more.
nr	SMILES	Efa HMGR inh	bIAP act	TNAP act hi DEA	TNAP inh noacc	TNAP inh hi DEA	PPARg SRC-2 ag	PPARg SRC1 recr	SRC2 TRFRET art	PPARg SRC3 recr	bIAP inh
1	CC(C)CCN=Cc1c(O)n(-c2ccccc2)c(=O)c2ccccc12	-5	0.9	1	-15	0	9	6	1573	-8	10
2	Cc1noc(C)c1C(=O)N1CCC(Cc2ccccc2)CC1	1	1.1	1	-6	0	1	5	1593	-2	-5
3	CC1CCN(C(=S)c2ccc(-c3ccc(Cl)cc3Cl)o2)CC1	-2	1	1	-20	0	3	1	1479	-1	2
4	Cc1cc(C)nc(SCc2nnc(SCC(=O)Nc3ccc(C)c(C)c3)n2Cc2ccco2)n1	-2	1.1	1	-6	1	4	-1	1507	-2	-10
5	COc1cc(C(=S)N2CCCCC2)ccc1OCC(=O)Nc1ccccc1Cl	2	1	1	-10	-2	2	0	1429	5	2
6	COc1ccc(-c2nc(CCl)cs2)cc1	6	1.1	1	3	0	1	0	1631	-1	-9
7	CCOc1ccc(C2C(C#N)=C(N)SC(N)=C2C#N)c(OCC)c1	-1	0.9	1	-12	-1	4	27*	1849	17	7
8	CN(NC(=O)c1ccc(Cl)cc1)c1cccc(Cl)n1	0	1	1	-6	-2	5	-2	1418	0	5
9	O=C(N/N=C/c1cc(Br)cc(Br)c1O)c1ccncc1	-4	1.2	1	-17	-3	-9	3	1527	-3	-19
10	COc1cccc(-c2nn3c(-c4ccco4)nnc3s2)c1	.	0.9	1.1	-10	-5	.	.	.	.	11
11	CC1=CC2=NC(=O)/C(=C\c3cc(C)n(-c4ccccc4)c3C)C(=N)N2O1	-10	0.9	1	-2	1	-5	-5	1637	-1	7
12	CCOc1ccc2[nH]c(=O)c(CN(CCN3CCCC3)C(=S)Nc3ccccc3OCC)cc2c1	-4	1.1	1	-1	-1	-6	-7	1501	1	-10
13	Cc1cc(S(=O)(=O)Nc2c(C)ccc3nsnc23)ccc1F	-1	0.9	1	1	0	1	-1	1468	6	9
14	Cc1cccc(NC(=O)N2CCCC2C(=O)Nc2ccccc2)c1 (stereo not drawn)	0	1	1.1	-12	-9	4	0	1688	3	2
15	Cc1cc(C)cc(N(C(=O)c2csnn2)C(C(=O)NC(C)(C)C)c2cccnc2)c1 (stereo not drawn)	-8	1.1	1.1	-9	-5	6	5	1589	-2	-9
16	C/C(=N\NC(=O)Cc1cc(=O)[nH][nH]1)c1cccc([N+](=O)[O-])c1	-2	0.9	0.9	-5	5	-8	1	1549	-5	10
17	O=C(Nc1cccc(F)c1)NC1CCN(Cc2ccccc2)CC1	0	1.2	1.1	-8	-7	-1	6	1423	0	-17
18	O=C(Nc1ccccc1)OCCCc1ccccc1	-4	0.4	1	-10	0	12	7	1885	2	.
19	Cc1occc1-c1nnc(SCC(N)=O)n1Cc1ccccc1	-6	0.9	1	-4	0	-2	-8	1428	1	11
20	O=C1OC(C(=O)Nc2ccccc2)Cc2ccccc21 (stereo not drawn)	2	1	1	-7	1	1	-4	1457	1	-2

# Single records, from the list above:
# Cc1cc(C)cc(N(C(=O)c2csnn2)C(C(=O)NC(C)(C)C)c2cccnc2)c1 (stereo not drawn) is entered as Efa HMGR inh: -8; bIAP act: 1.1; TNAP act hi DEA: 1.1; TNAP inh noacc: -9; TNAP inh hi DEA: -5; PPARg SRC-2 ag: 6; PPARg SRC1 recr: 5; SRC2 TRFRET art: 1589; PPARg SRC3 recr: -2; bIAP inh: -9
# Cc1cccc(NC(=O)N2CCCC2C(=O)Nc2ccccc2)c1 (stereo not drawn) is entered as Efa HMGR inh: 0; bIAP act: 1; TNAP act hi DEA: 1.1; TNAP inh noacc: -12; TNAP inh hi DEA: -9; PPARg SRC-2 ag: 4; PPARg SRC1 recr: 0; SRC2 TRFRET art: 1688; PPARg SRC3 recr: 3; bIAP inh: 2

# (listing goes on)
nr	SMILES	Efa HMGR inh	bIAP act	TNAP act hi DEA	TNAP inh noacc	TNAP inh hi DEA	PPARg SRC-2 ag	PPARg SRC1 recr	SRC2 TRFRET art	PPARg SRC3 recr	bIAP inh
21	COc1ccc(-c2nc(CS(=O)CC(=O)NCCCN3CC(C)CC(C)C3)c(C)o2)cc1OC (stereo not drawn)	-4	1.1	1	3	-4	0	10	1697	11	-13
22	COc1ccccc1/C=C/CN1CCN(Cc2ccc(F)cc2)C(CCO)C1 (stereo not drawn)	-2	1	1.1	0	-6	11	4	1590	2	0
23	COC(=O)c1[nH]c2ccc(Cl)cc2c1NC(=O)CCN1CCN(C2CCCCC2)CC1	-2	1	1.1	-8	-6	7	6	1748	12	2
24	COc1ccc(NC(=O)c2ncn[nH]2)cc1	-13	1	1	-10	-4	0	-1	1337	-6	3
25	CCc1ccc(-c2cc(-c3n[nH]c(=S)n3CC)c3ccccc3n2)cc1	-1	0.9	1	6	-2	1	-2	1421	2	13
26	COc1ccc(CN(C(=O)CCC(=O)N2CCCCC2)c2nccs2)cc1OC	-4	1.2	1	-1	3	-11	4	1757	4	-18
27	CCOc1ccc(-c2nnc(SCC(=O)N(CC)CC)n2N)cc1	0	1	1	-6	-1	-1	2	1573	-7	4
28	CC1CCCCC1NC(=O)c1cn(C)c2ccc(S(=O)(=O)N3CCCC3)cc2c1=O (stereo not drawn)	-3	1	1	2	1	9	-8	1705	1	-2
29	O=[N+]([O-])c1ccc(/C=N/Nc2nc(N3CCCCCC3)nc(N3CCCCCC3)n2)o1	-2	1	0.9	10	9	-7	8	1621	6	1
30	CN(Cc1ccccc1)C(=O)c1cccc(N2C(=O)NC3CC2(C)Oc2ccccc23)c1 (stereo not drawn)	-2	1.1	1.1	2	-5	9	1	1570	-2	-6
31	COc1ccc(OC)c(NC(=O)c2cc3ccccc3o2)c1	1	0.9	1	-4	0	9	-1	1507	6	6
32	O=C(CCS(=O)(=O)c1ccc(Br)cc1)N1CCN(c2ccccc2Cl)CC1	-3	0.9	1	-6	-1	3	-6	1418	-4	8
33	CCC1Sc2ccccc2N(CC(=O)NC2CC2)C1=O (stereo not drawn)	0	0.9	1	-6	-2	-8	-7	1546	1	13
34	O=[N+]([O-])c1cc(Cl)ccc1N1CCOCC1	0	1	1	2	3	0	-2	1493	3	1
35	CCSc1nnc(N2C(=O)CC(c3ccsc3)C3=C2CC(C)(C)CC3=O)s1 (stereo not drawn)	0	1	1	-14	-3	13	1	1633	6	2
36	O=C(NCCC1=CCCCC1)C1CCN(C(=O)c2ccc(Br)cc2)CC1	-2	0.4	1	-10	0	1	-3	1498	2	.
37	Cc1ncc(S(=O)(=O)c2ccccc2)c(-c2ccccc2)n1	-4	0.9	1	-16	-4	12	3	1611	1	6
38	COc1cc(/C(C#N)=C/c2cccc3ccccc23)c([N+](=O)[O-])cc1OC	3	1	1	-2	-2	11	4	1670	-1	2
39	COCCNC(=O)CN(Cc1ccc(Cl)cc1)S(C)(=O)=O	-1	0.9	1.1	-9	-6	-3	1	1538	-7	11
40	COc1ccccc1CN(Cc1nc2ccccc2c(=O)[nH]1)C(=O)Nc1cccc(C)c1	-4	1	1.1	-7	-9	-2	3	1379	-3	1
41	Cc1ccc(C)c(SCC(=O)NC(=O)NCc2ccccc2)c1	-5	0.9	1	-9	-5	1	0	1530	1	9
42	Cc1nn(-c2ccccc2)c(N)c1N=Nc1ccccc1	-6	1.1	1	7	4	13	10	1655	4	-11
43	O=C(O)c1cc(S(=O)(=O)N2CCCC2)ccc1Br	-3	0.9	1.1	-16	-8	4	6	1732	-12	8
44	CCC(=O)Nc1ccc(NC(=O)c2ccccc2)nc1	-3	0.9	1	-11	-3	-7	4	1653	-7	5
45	Cc1sc2ncnc(NCc3ccccc3)c2c1C	4	1	1.1	3	-5	9	8	1674	8	3
46	COc1cc(OC)c2c(-c3ccccc3)cc(=O)oc2c1	-1	1	1.1	-20	-5	0	8	1624	0	4
47	COc1ccc(-n2nnnc2SCc2nc3ccccc3s2)cc1	4	0.6	1	-8	-3	12	0	1474	2	39
48	COc1ccc(-c2cn(-c3cccc(C)c3)c(=O)[nH]2)cc1OC	3	1	1.1	-13	-5	11	-2	1554	-1	-1
49	Clc1ccc2oc3c(Cl)ncnc3c2c1	-4	0.9	1	-11	-3	-2	7	1421	6	5
50	COC(=O)c1[nH]c2cccc(OC)c2c1NC(=O)CCN1CCC(C(N)=O)CC1	1	1.1	1.1	-11	-6	3	-1	1527	7	-9
51	COC(=O)c1ccc(NC(=O)c2cccc(C)c2[N+](=O)[O-])cc1	-1	1.2	1	2	-1	7	3	1586	5	-19
52	CCC(=O)Nc1cc(C(=O)O)ccc1Sc1ccc(Cl)cc1	-1	0.9	1	-9	-1	5	7	1610	3	14
53	Cn1c(Cn2cnc([N+](=O)[O-])n2)nnc1SCC(=O)Nc1ccccc1	1	0.9	1	-17	-2	4	11	1567	2	8
54	COc1ccc(OC)c(CNC(=O)C2CCN(S(C)(=O)=O)CC2)c1	-4	1	1	-3	1	6	3	1700	5	0
55	O=C1N/C(=N\N=C\c2cccs2)SC1Cc1ccc(Cl)cc1 (stereo not drawn)	-6	0.8	1	-36	-1	-5	4	1437	-2	16
56	COc1cccc(C(=O)OCCN2C(=O)c3ccccc3C2=O)c1OC	-1	1	1.1	-16	-10	6	-2	1492	-6	3

# Part of the list above in order of SMILES length, high to low:
nr	SMILES	Efa HMGR inh	bIAP act	TNAP act hi DEA	TNAP inh noacc	TNAP inh hi DEA	PPARg SRC-2 ag	PPARg SRC1 recr	SRC2 TRFRET art	PPARg SRC3 recr	bIAP inh
56	COc1cccc(C(=O)OCCN2C(=O)c3ccccc3C2=O)c1OC	-1	1	1.1	-16	-10	6	-2	1492	-6	3
55	O=C1N/C(=N\N=C\c2cccs2)SC1Cc1ccc(Cl)cc1 (stereo not drawn)	-6	0.8	1	-36	-1	-5	4	1437	-2	16
52	CCC(=O)Nc1cc(C(=O)O)ccc1Sc1ccc(Cl)cc1	-1	0.9	1	-9	-1	5	7	1610	3	14
